A549 tox: Nrf2 qHTS screen for inhibitors: counterscreen for cytotoxicity; A549 ARE-Fluc cells, CellTiter-Fluor viability, 18-24 h; 390,000 compounds, 0.16% hits; Potency, µM (series often up to 46 µM), inactives show top-dose activity change, negative = cytotoxicity, actives largely listed as inhibitors; note: potency is the fitted concentration of half-maximal effect; % is set by controls: 0 for no effect and ±100 for the full control effect
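A549 ARE-Fluc cells in 5% FBS OPTI-MEM, 5000 cells/well, rested 2 h then exposed to compounds in concentration-response for 18-24 h at 37 °C. Viability by CellTiter-Fluor fluorescence (Ex 405/Em 525) after 30 min; luciferase luminescence (BugLite, 15 min, RT) read afterwards.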
ATXN2 expr inh: Primary qHTS for Inhibitors of ATXN expression; HEK-293 ATXN2-luciferase reporter, luminescence, 24 h; Potency, µM (titrated, usually from 57 µM), inactives show at the highest dose activity change, negative = inhibition, actives largely listed as inhibitors; 360,000 compounds, 0.72% hits; AID 1745845, 2022; note: potency is the fitted concentration of half-maximal effect; % is set by controls: 0 for no effect and ±100 for the full control effect; nearly all actives have a fitted effect of over 55% in size
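ATXN2-luciferase reporter cells (luciferase flanked by upstream and downstream ATXN2 gene portions) were treated 24 h at 37 °C with compounds at up to 57 uM. SteadyGlo luminescence gave expression; GF-AFC fluorescence gave viability.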
ATXN viability: Viability Counterscreen for Primary qHTS for Inhibitors of ATXN expression. S2 cells (HEK-293 line with an ATXN2-luciferase reporter) viability, CellTiter-Fluor protease fluorescence, 24 h. 400,000 compounds, 0.49% hits. Potency, µM (series often up to 56.7 µM), most hits filed as cytotoxic; note: potency is the fitted concentration of half-maximal effect; nearly all actives have a fitted effect of over 40% in size
TGFb inhibitor: qHTS for Inhibitors of TGF-b. 410,000 compounds, 1.2% hits. Potency, µM (top dose mostly 46.1 µM), inactives show at the top dose activity, negative = inhibition, usual class: inhibitors. AID 588855, 2011. HepG2 CAGA-GFP TGF-b/SMAD3 reporter, GFP fluorescence, 18 h; TGF-beta stimulated, 500 pg/mL final; note: potency is the fitted concentration of half-maximal effect; % is set by controls: 0 for no effect and ±100 for the full control effect; nearly all actives have a fitted effect of over 65% in size
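First, reporter cells (HEPG2 CAGA-GFP) rested 2 h at 37 degrees C. Next, compounds were pinned in and TGF-beta added to 500 pg/mL final. After 18 h, GFP was imaged per cell and summed per well.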
IL1B secr inh: qHTS for Inhibitors of Inflammasome Signaling: IL-1-beta AlphaLISA Primary Screen. activity change, % at 57.5 µM. 360,000 compounds, 4.7% hits. AID 743279, 2014. THP-1 LPS/ATP IL-1B secretion, AlphaLISA, 16 h; stronger effect = lower value; in the data active = activity change below about -50%; inconclusive = mostly about -30% to -49%; note: % is set by controls: 0 for no effect and ±100 for the full control effect
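THP-1 cells pretreated 1 hr with compounds (up to 57.5 uM final), then stimulated with LPS (250 ng/mL final) plus ATP (1.25 mM final); secreted IL-1B measured by AlphaLISA after 16 hr, decreased signal indicating inhibition.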
HepG2 tox: qHTS for Inhibitors of TGF-b: Cytotox Counterscreen; HepG2 CAGA-GFP viability, ATP luminescence, 18 h; Potency, µM (series often up to 46.1 µM), inactives show at the highest dose activity change, negative = cytotoxicity, usual class: cytotoxic; 410,000 compounds, 0.76% hits; AID 588856, 2011; note: potency is the fitted concentration of half-maximal effect; some results filed as inactive show a strong effect at the top dose
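HepG2 CAGA-GFP cells (1000/well, DMEM with 1% FBS) received compound, then TGF-beta at 500 pg/mL final, and were incubated 18 hours at 37 degrees C. Viability was read by CellTiter-Glo luminescence. Media-only wells were set as complete cell-killing and DMSO as no toxicity.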
Nrf2 inh: Nrf2 qHTS screen for inhibitors; AID 504444, 2011; A549 ARE-Fluc reporter, luciferase luminescence, 18-24 h; 360,000 compounds, 2.1% hits; Potency, µM (top dose mostly 46 µM), for the others: at the top dose activity change, negative = inhibition, actives largely listed as inhibitors; note: potency is the fitted concentration of half-maximal effect; % is set by controls: 0 for no effect and ±100 for the full control effect; nearly all actives have a fitted effect of over 60% in size
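Reporter: ARE-Fluc in A549. Exposure: 18-24 h, 37 °C, 5% CO2, 5% FBS OPTI-MEM. Readouts: fluorescent cytotoxicity (CellTiter-Fluor), then luminescent Nrf2 signal after BugLite.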
MCF10A rereplic: A quantitative high throughput screen for small molecules that induce DNA re-replication in MCF 10a normal breast cells; Potency, µM (series often up to 46.1 µM), inactives show at the highest dose activity, positive = re-replication, actives largely listed as activators; AID 624296, 2012; 350,000 compounds, 2.9% hits; MCF 10A DNA re-replication, Hoechst nuclear intensity, 48 h; note: potency is the fitted concentration of half-maximal effect; % of control where 0% means no effect; nearly all actives have a fitted effect of over 50% in size
Nrf2 activator: qHTS of Nrf2 Activators. AREc32 ARE-luciferase reporter (MCF7-derived line), luminescence, 24 h. Potency, µM (titrated, usually from 46.1 µM), without a hit: at the highest dose activation, most hits filed as activators. 410,000 compounds, 0.31% hits; note: potency is the fitted concentration of half-maximal effect; % of control where 0% means no effect; nearly all actives have a fitted effect of over 65% in size
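Cells of the AREc32 ARE-luciferase line are plated in OPTI-MEM containing 5% FBS and left overnight at 37 deg C. Compounds are pinned in, incubation continues 24 hr, and firefly luciferase signal is then measured.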
Starred values were filed as active, the others as inactive; i = inactive; ? = inconclusive; nt = no result given; [ ] = dose if it differs, or a comment. Unless noted, calls come from the whole dose curve; as a rule, active = well fitted curve in the direction sought with a large enough effect; inconclusive = small, poorly fitted or top-dose-only effect, or another doubt; inactive = no such curve, though single readings can be large; an effect the other way counts as inactive or inconclusive.

SMILES	A549 tox	ATXN2 expr inh	ATXN viability	TGFb inhibitor	IL1B secr inh	HepG2 tox	Nrf2 inh	MCF10A rereplic	Nrf2 activator
CCCCNS(=O)(=O)c1ccc2nc(-c3cccnc3)cc(C(=O)NC3CCCC3)c2c1	-5%	1%	i	-21%	7	-5%	-28%	?	2.7%
O=c1c2ccccc2nnn1CSc1nnc(-c2cccs2)n1Cc1ccccc1	-12%	71%[activator]	i	11%	?	-31%	?	?	-0.7%
CCOC(=O)C1=C(c2ccccc2)NC(=S)NC1c1ccc(Cl)cc1 (stereo unspecified)	-17%	-38%	i	?	75	12%	?	?	3.6%
C(=C1c2ccccc2-c2ccccc21)c1ccccn1	5%	-9%	i	0%	-8	-17%	-11%	?	?
C=CCNc1nc(Nc2ccc([N+](=O)[O-])cc2)nc(OCC)n1	5%	-1%	i	-2%	-6	-40%	32%	18%	2.3%
COc1ccc(C(=O)N=C2SC3CS(=O)(=O)CC3N2Cc2ccc(OC)c(OC)c2)cc1 (stereo unspecified)	-1%	nt	i	21%	-10	-7%	2%	-4%	-0.6%
O=C(Nc1nc2ccccc2[nH]1)C1CCC1	-6%	4%	?	-7%	-16	-28%	?	?	0.2%
CCOC(CNc1c([N+](=O)[O-])c(=O)n(C)c(=O)n1C)OCC	0%	1%	i	-5%	-12	9%	2%	7%	0.1%
COc1cccc(/C=C2\SC(=S)N(CCCC(=O)Nc3cc(C)on3)C2=O)c1	-1%	-15%	i	-14%	-13	-24%	-10%	10%	-1.6%
Cn1c(C(=O)NCCCN2CCN(c3ccc(F)cc3)CC2)cc2c(=O)n(C)c3ccccc3c21	7%	0%	i	9%	2	-9%	9%	0%	-0.9%
Cc1ccc(C)c(OCCC(=O)OCC(=O)Nc2ccc(Cl)cn2)c1	0%	0%	i	2%	43	-7%	9%	-1%	0.2%
O=C(NNS(=O)(=O)c1ccc(F)cc1)c1cc(Cl)ccc1O	11%	nt	?	?	1	-8%	26%	16%	-0.2%
Cc1ccc(S(=O)(=O)NC(=O)c2cc(C)n(-c3ccc(N(C)C)cc3)c2C)cc1	3%	nt	i	-4%	6	-10%	6%	2%	3.7%
O=C(O)C1=C[C@H](c2coc3ccccc3c2=O)C[C@H](OCCCCO)O1	-6%	7%	i	-2%	-10	2%	5%	10%	4.1%
CCn1c(COc2cccc(OC)c2)nnc1SCC(=O)NC1CCCC1	-2%	-5%	?	-1%	1	-10%	3%	?	-1.4%
COC(=O)Cn1c2nc3ccccc3nc2c2cccc(C)c21	10%	7%	i	1%	5	-9%	3%	-4%	6.0%
COc1ccc(CCNC(=O)CCc2cn(C)c3ccccc23)c(OC)c1OC	4%	8%	i	5%	-22	4%	-28%	-4%	-0.6%
CCCS(=O)(=O)c1csc(C(=O)OC)c1N	2%	-2%	i	8%	12	12%	-32%	6%	-0.4%
CCN(CC)Cc1nc2c(c(=O)[nH]1)C1(CCCC1)Cc1ccccc1-2	-1%	-14%	i	-3%	5	-4%	nt	?	1.8%
COc1c(S(=O)(=O)N2CCCCC2)ccc2c(S(=O)(=O)N3CCCCC3)cccc12	1%	-20%	i	-6%	-23	-1%	-1%	0%	0.1%
CC1=C(C(=O)N(C)C)CC(CC(=O)NC2CCCC2)C(=O)N1Cc1ccccc1 (stereo unspecified)	nt	6%	i	10%	25	8%	nt	nt	-0.2%
CC1=Nc2cc([N+](=O)[O-])ccc2NC(C)(C)C1	-6%	nt	i	?	0	-24%	-24%	-4%	?
COc1cc2c(cc1OC)CN(C(=O)CN1CCN(S(=O)(=O)c3ccccc3)CC1)CC2	-11%	-6%	i	5%	0	4%	-6%	-1%	0.5%
COc1ccc(NC(=O)NCc2cccnc2)cc1	2%	-1%	i	-10%	-14	0%	1%	-15%	-0.3%

Full records, looked up by structure. Screens in order: A549 tox, ATXN2 expr inh, ATXN viability, TGFb inhibitor, IL1B secr inh, HepG2 tox, Nrf2 inh, MCF10A rereplic, Nrf2 activator
Results for C(=C1c2ccccc2-c2ccccc21)c1ccccn1 → 5%, -9%, i, 0%, -8, -17%, -11%, ?, ?
Results for CCCCNS(=O)(=O)c1ccc2nc(-c3cccnc3)cc(C(=O)NC3CCCC3)c2c1 → -5%, 1%, i, -21%, 7, -5%, -28%, ?, 2.7%

Next section
SMILES	A549 tox	ATXN2 expr inh	ATXN viability	TGFb inhibitor	IL1B secr inh	HepG2 tox	Nrf2 inh	MCF10A rereplic	Nrf2 activator
CCCc1nc2c(nnn2Cc2ccccc2F)c(=O)[nH]1	-5%	-6%	i	-11%	-3	-14%	-12%	?	-0.3%
O=C(NCCN1CCN(C(=O)c2ccc(F)cc2)CC1)C(=O)NCc1ccccc1	-1%	9%	?	-12%	15	-9%	3%	-3%	-0.7%
CCNC(=S)Nc1ccc(OCC)cc1	2%	-4%	i	16%	0	-24%	-10%	0%	-0.6%
COc1cccc(-n2nnc3c(=O)n(Cc4ccc(C)cc4)cnc32)c1	-6%	0%	i	-27%	21	-1%	nt	14%	2.4%
C[C@@H]1CCCCO[C@H](CN(C)C(=O)Cc2ccccc2)[C@H](C)CN([C@@H](C)CO)C(=O)c2cc(NC(=O)Nc3ccc(F)cc3)ccc2O1	nt	?	?	?	-29	9%	nt	nt	0.1%
CCOC(=O)c1c(-c2ncc(C(F)(F)F)cc2Cl)noc1C	-2%	4%	i	-2%	1	-1%	2%	-20%	-0.1%[9.22 µM]
CCOc1ccc(N2C(=O)C(c3ccccc3)=C(c3nc4ccccc4s3)C2NC(C)=O)cc1 (stereo unspecified)	-12%	16%	i	5%	-19	-5%	?	-1%	-0.1%
CCCN1CCC(C(=O)NC(c2ccc(F)cc2)c2ncccc2C)CC1 (stereo unspecified)	nt	3%	i	12%	-5	-3%	nt	nt	-0.8%
CC(=O)OC(C)(C)/C=C/C(=O)[C@](C)(O)C1[C@H](O)C[C@@]2(C)C3CC=C4C(C=C(O[C@@H]5O[C@H](CO)[C@@H](O)[C@H](O)[C@H]5O)C(=O)C4(C)C)[C@]3(C)C(=O)C[C@]12C (stereo partly specified)	-16%	0%	?	5µM*	-16	-31%	-15%	5.2µM*	19%
Cc1ccc2c(Cl)c(C(=O)NCC3CCCO3)sc2c1 (stereo unspecified)	?	44%[activator]	i	15%	-18	-11%	nt	10%	-0.2%
COc1ccc(COC(=O)c2cc([N+](=O)[O-])ccc2N2CCOCC2)cc1F	-29%	?	?	?	1	-6%	-14%	21%	0.3%
N#C/C(=C\Nc1ccccc1SC(F)(F)F)c1nc(-c2ccccc2)cs1	21%	nt	?	14%	32	0%	?	-3%	4.8%
O=C(CSc1nnc(CCCO)n1-c1ccccc1)NCCc1ccccc1	6%	1%	i	-9%	-5	-1%	9%	-5%	-0.4%
CC(NS(=O)(=O)c1ccccc1)C(c1cccs1)N1CCOCC1 (stereo unspecified)	6%	5%	i	9%	4	-1%	10%	-6%	0.2%
CCOc1c(C)cnc2c1c(=O)n(Cc1ccccc1F)c(=O)n2C	0%	-5%	i	-12%	0	2%	-5%	2%	0.3%
Nc1ccccc1S(=O)(=O)NCCCCc1ccccc1	6%	nt	i	?	-8	-19%	-13%	8%	-0.2%
CCOc1ccccc1N(CC(=O)Nc1ccccc1C(=O)O)S(C)(=O)=O	-1%	-7%	i	26%	31	36%	-10%	-8%	-0.9%
CCN(CC)S(=O)(=O)c1ccc(N2CCCC2)c(NC(=O)C2CCCCC2)c1	-1%	nt	?	11%	-4	17%	7%	-2%	-1.6%
CC(C)(C)c1cc(CCC(=O)NN)cc(C(C)(C)C)c1O	1%	-12%	i	-5%	-2	-31%	-13%	0%	1.8%
CCn1ncc(NC(=S)Nc2ccc(OC)c(OC)c2)c1C(N)=O	4%	-19%	i	1%	-9	-2%	5%	-2%	-0.6%
COc1ccc(CC2S/C(=C(\C#N)C(=O)NCc3ccco3)N(c3ccc(C)cc3)C2=O)cc1 (stereo unspecified)	1%	1%	i	-4%	23	7%	nt	10%	24%
CCOC(=O)c1scc(-c2ccc(C)cc2)c1S(=O)(=O)Nc1cccc(CC)c1	6%	-7%	i	-52%	nt	-26%	?	nt	7.2%
CCC(C)NC(=O)Cn1c(=O)n(-c2ccccc2)c(=O)c2ccc(C(=O)NCc3ccco3)cc21 (stereo unspecified)	8%	1%	i	6%	17	1%	-18%	0%	0.4%
O=C1OCCC1Sc1nnc(-c2cccnc2)n1-c1ccccc1F (stereo unspecified)	5%	-4%	i	2%	-5	-1%	30%	-7%	0.0%
Cc1ccc(NC(=O)NC2CCCCCCC2)c(C)c1	-1%	6%	i	-2%	26	-1%	17%	-1%	0.0%
O=C(/C=C/c1ccc(O)cc1)OCc1occc(=O)c1O[C@@H]1OC(CO)[C@@H](O)[C@H](O)[C@@H]1O (stereo partly specified)	1%	4%	i	1%	15	-4%	6%	6%	-1.2%
COc1ccc(Cc2c(-c3cccc(Br)c3)nc3c(C)cc(Br)cn23)c(C)c1	nt	12%	i	-23%	8	-12%	nt	nt	14%
Cc1cc(SCC#N)n2nc(C)c(-c3ccc(Cl)cc3)c2n1	-10%	-22%	?	-1%	-2	-14%	?	-7%	0.2%
CNS(=O)(=O)c1cccc(C(=O)OCc2cc(Cl)cc3c2OCOC3)c1	3%	1%	i	0%	-5	2%	?	?	0.6%
OCCNCc1c(OCc2ccc(Cl)cc2)ccc2ccccc12	9%	?	?	?	nt	-96%	0%	?	5.6%

Look-ups from above.
`O=C(/C=C/c1ccc(O)cc1)OCc1occc(=O)c1O[C@@H]1OC(CO)[C@@H](O)[C@H](O)[C@@H]1O` (stereo partly specified) in IL1B secr inh shows 15
`Cc1ccc(NC(=O)NC2CCCCCCC2)c(C)c1` in ATXN2 expr inh shows 6%

Rows are unselected; about 8.8% have a hit in one of these screens.
